PP5 primary: PP5 phosphatase inhibitors, primary screen, biochemical, fluorescence. Serine/threonine-protein phosphatase 5 (Homo sapiens), P53041. purified PP5c, OMFP substrate fluorescence. inhibition, % at 6.7 µM. 0.18% of 320,000 active. AID 1987, 2009;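 active means inhibition above the campaign's mean inhibition across all tested compounds plus 3 SD, cut at about 9.5% in these data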;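 further: 0% = DMSO only and 100% = 100 µM cantharidin control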
Target sequence (P53041 whole entry, looked up): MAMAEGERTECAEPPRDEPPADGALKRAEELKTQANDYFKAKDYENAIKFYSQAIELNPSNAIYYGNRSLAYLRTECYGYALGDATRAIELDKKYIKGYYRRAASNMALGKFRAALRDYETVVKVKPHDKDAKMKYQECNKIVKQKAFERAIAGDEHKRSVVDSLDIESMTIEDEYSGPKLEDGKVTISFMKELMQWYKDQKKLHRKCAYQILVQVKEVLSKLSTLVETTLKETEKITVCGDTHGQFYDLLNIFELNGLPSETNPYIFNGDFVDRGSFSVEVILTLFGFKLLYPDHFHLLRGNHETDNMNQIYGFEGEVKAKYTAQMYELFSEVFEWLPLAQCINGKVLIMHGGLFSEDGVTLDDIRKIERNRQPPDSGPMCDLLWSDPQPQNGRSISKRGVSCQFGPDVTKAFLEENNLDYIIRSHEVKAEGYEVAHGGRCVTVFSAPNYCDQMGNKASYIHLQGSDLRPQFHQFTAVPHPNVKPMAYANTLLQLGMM
procasp3 activ: activators of human procaspase-3 D3A mutant, primary screen, biochemical, absorbance, PC-3 D3A mutant, single concentration. AID 463141, 2010. activation, % at 8.5 µM. 0.11% of 330,000 active. recombinant procaspase-3 D3A, Ac-DEVD-pNA absorbance 405 nm. Caspase-3 (Homo sapiens), P42574;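 active means activation above the mean of all tested compounds plus 3 SD, cut at about 21% in these data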;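 further: 0% = DMSO alone and 100% = DMSO wells spiked with extra 5 µM PC-3 D3A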
Target sequence (P42574 whole entry D9A/D28A/D175A): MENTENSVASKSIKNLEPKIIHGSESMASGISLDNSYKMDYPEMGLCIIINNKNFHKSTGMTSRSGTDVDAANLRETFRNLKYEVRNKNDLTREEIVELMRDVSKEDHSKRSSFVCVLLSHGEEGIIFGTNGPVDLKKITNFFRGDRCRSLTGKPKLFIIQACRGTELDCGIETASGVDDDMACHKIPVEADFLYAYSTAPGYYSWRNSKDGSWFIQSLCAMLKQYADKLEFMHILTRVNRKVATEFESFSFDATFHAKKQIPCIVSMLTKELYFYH
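Assay system – Procaspase-3 D3A mutant · Benchmarks – DMSO low control, extra-enzyme high control · Technique – 405 nm absorbance of p-nitroaniline, reads at 0 and 120 min · Doses – 8.5 µM nominal · Measure – % activation between DMSO and enzyme-spiked controls · Also added – Ac-DEVD-pNA chromogenic peptide substrate · Schedule – 1 h compound preincubation, 2 h substrate hydrolysis at 25 °C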
core dimer inh: inhibitors of HCV core protein dimerization, primary screen, biochemical, TR-FRET, high-throughput; inhibition, % at 5 µM; TR-FRET GST/Flag-core106 dimerization, 1536-well; 0.33% of 300,000 active;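 active means inhibition above the mean of all tested compounds plus 3 SD, set per screening campaign, cut at about 45% in these data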
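test system = GST/Flag-tagged HCV core106 proteins | probe or stimulus = Eu donor and XL665 acceptor anti-tag antibodies | times = compound-protein-antibody incubation 4 h at 22.5 °C | signal = TR-FRET, excitation 340 nm, emission 617 and 671 nm | measure = percent inhibition of core106 dimerization signal | controls = wells lacking GST-core106 and wells with excess unlabelled core106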
proCasp7 act: procaspase-7 activators, primary screen, counter-screen for procaspase-3 activator project, biochemical, absorbance, HTS, human; activation, % at 8.5 µM; recombinant procaspase-7, Ac-DEVD-pNA absorbance 405 nm; D23A/D198A/D206A triple mutant, cannot self-cleave; scale: DMSO 0, 5 µM enzyme 100; 0.093% of 330,000 active; Caspase-7 (Homo sapiens), P55210;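 active means percent activation above the screen-wide mean plus 3 SD, cut at about 25% in these data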
Target sequence (P55210 whole entry D23A/D198A/D206A): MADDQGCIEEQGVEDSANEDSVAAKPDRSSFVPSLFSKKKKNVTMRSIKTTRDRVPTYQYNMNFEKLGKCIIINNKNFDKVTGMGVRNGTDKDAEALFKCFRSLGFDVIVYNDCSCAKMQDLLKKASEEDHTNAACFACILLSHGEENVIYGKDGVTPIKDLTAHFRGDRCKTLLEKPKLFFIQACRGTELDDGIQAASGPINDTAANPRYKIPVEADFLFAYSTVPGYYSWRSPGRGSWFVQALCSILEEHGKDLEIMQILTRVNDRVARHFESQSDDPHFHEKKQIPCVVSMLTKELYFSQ
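signal = Epi-absorbance of released pNA at 405 nm, two timepoints | assay system = Uncleavable procaspase-7 mutant enzyme | reagent = Ac-DEVD-pNA substrate, 400 µM as added | times = 1 h enzyme–compound preincubation and 2 h substrate reaction, both 25 °C | benchmarks = low DMSO alone, high DMSO plus 5 µM PC-7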
PAFAH2 inh: PAFAH2 enzyme inhibitors, primary screen, biochemical, fluorescence polarization, human | 0.99% of 340,000 active | Platelet-activating factor acetylhydrolase 2, cytoplasmic (Homo sapiens), Q99487 | recombinant PAFAH2, FP-rhodamine activity probe | inhibition, % at 3.39 µM;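 active means inhibition above the mean over all tested compounds plus 3 SD, cut at about 30% in these data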;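 further: inhibitors block probe labeling of enzyme so polarization drops; 0% = enzyme with DMSO and 100% = wells lacking PAFAH2 protein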
TPT1 inhibitor: Candida albicans TPT1 enzyme inhibitors, primary screen, biochemical, fluorescence polarization; tRNA 2'-phosphotransferase TPT1 (Candida albicans SC5314); recombinant caTPT1, FP RNA substrate dephosphorylation; inhibition, % at 5 µM; 0.81% of 300,000 active;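 active means inhibition above the mean of all tested compounds plus 3 SD, set per screening campaign, cut at about 24% in these data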;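 further: plate controls were DMSO alone for no effect and ferristatin control at 100 nM for full effect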
PP1 counter: PP1-alpha phosphatase inhibitors, primary screen, counter-screen for PP5 inhibitor project, biochemical, fluorescence, OMFP substrate, single point; Serine/threonine-protein phosphatase PP1-alpha catalytic subunit (Homo sapiens), P62136; purified PP1alpha; inhibition, % at 6.7 µM; 0.9% of 320,000 active;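 active means inhibition above the mean inhibition of all tested compounds plus 3 SD, computed separately for each screening campaign, cut at about 15% in these data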
AHR act: AHR activators, primary screen, cell-based, luminescence, luciferase reporter, human; Aryl hydrocarbon receptor (Homo sapiens), P35869; AHR-responsive luciferase reporter cells; activation, % at 5 µM; 2.5% of 320,000 active; AID 2796, 2010; in the data active means activation above about 47%;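 further: 0% = vehicle wells and 100% = reference agonist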
Fh CTSL1 inh: Fasciola hepatica cathepsin L1 inhibitors, primary screen, counter-screen for PFM18AAP inhibitor project, biochemical, QFRET, fluorogenic peptide substrate | recombinant F. hepatica cathepsin L1, Z-Leu-Arg-MCA fluorescence | 0.49% of 300,000 active | inhibition, % at 5.96 µM;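 active means inhibition above the mean of all tested compounds plus 3 SD, set per screening campaign, cut at about 17% in these data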;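 further: 0% = plate median of test compound wells and 100% = 1 µM Z-Phe-Ala-diazomethylketone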
Numbers without * were called inactive; · = no result given.

Structure,PP5 primary,procasp3 activ,core dimer inh,proCasp7 act,PAFAH2 inh,TPT1 inhibitor,PP1 counter,AHR act,Fh CTSL1 inh
CC(=NCc1ccco1)C1=C(O)c2ccccc2C1=O,-0.9,-6.5,-2.2,-26.9,3.5,-2.1,3.8,2.3,12.1
Cc1cc(=O)oc2cc(OC(C)C(=O)NC3(C#N)CCCCC3)ccc12 (stereo not given),2.1,6.5,·,16.9,3.5,·,-1.9,0.0,·
c1csc(-c2cnc3ccccc3n2)c1,1.8,4.8,4.9,-5.8,-4.8,-3.3,-1.3,13.4,1.6
Cc1ccc(-c2cc3nc(C)cc(C)n3n2)cc1,0.1,-4.7,1.4,-2.8,-3.7,-1.6,1.3,61.9*,1.7
CC(NS(=O)(=O)c1ccc(Cl)cc1)C(=O)Nc1ccc2c(c1)OCCO2 (stereo not given),2.2,3.4,0.2,4.6,9.4,0.4,-0.9,2.2,-3.2
COc1ccc(S(=O)(=O)N2CCC(C(=O)NCCOc3ccccc3F)CC2)cc1OC,0.9,7.6,·,3.4,-2.0,·,-1.7,-1.3,·
O=C(CCSCc1ccccc1F)NCc1ccc(F)cc1,-0.7,3.0,1.6,13.3,-3.4,-1.9,-1.8,3.7,-2.4
CC[C@H](C)[C@@H](CNC)NC[C@@H](Cc1ccc(O)cc1)NCC(C)(C)C,0.8,10.1,-5.1,3.3,-3.2,-3.3,2.6,-0.2,-6.0
O=C(COC(=O)c1ccc(S(=O)(=O)N2CCCC2)cc1)Nc1cccnc1Cl,1.9,6.1,-0.4,-2.5,-1.0,-4.3,-0.8,-2.0,-4.6
CC(C)OC(=O)CN1CCN(c2ccc(Cl)cc2)CC1,1.7,1.5,3.5,-9.0,-1.3,-1.0,0.7,1.2,-1.3
COc1ccc2cc(CN(CCc3ccccc3)Cc3nnnn3CC3CCCO3)c(=O)[nH]c2c1 (stereo not given),2.8,-18.2,-0.5,-21.5,-2.0,3.5,1.3,7.8,8.5
COc1ccc(CC(=O)Nc2ccc(C)c(S(=O)(=O)N3CCCCCC3)c2)cc1,2.8,3.6,·,11.5,3.6,·,1.0,-1.1,·
O=c1[nH]c2ccc(Cl)cc2c(=O)n1Cc1ccco1,2.7,-3.8,4.6,0.5,3.6,3.9,4.6,3.9,-0.8
O=C(Nc1ncccn1)C1=C(O)c2ccccc2S(=O)(=O)N1Cc1ccccc1,-0.3,-0.5,-0.1,10.2,3.0,-0.7,-2.1,1.7,3.8
CCCC(=O)Nn1cnc2c(c1=O)C1(CCCCC1)Cc1ccccc1-2,0.4,-0.6,-9.5,-3.4,2.4,-3.5,1.9,0.4,1.9
COc1cccc(CNC(=O)C2CCCN(c3ncnc4c3nc3n4CCCCC3)C2)c1 (stereo not given),0.1,-6.9,3.3,6.1,7.5,1.5,-4.2,3.7,-1.9
O=C(Nc1ccc(-c2nc3ccccc3o2)cc1)c1ccc2c(c1)OCO2,1.4,3.6,9.9,-5.5,-11.1,3.0,-0.6,40.2,3.3
Cc1nc2ccccn2c1C(=O)NN=C1CCN(C)CC1,-2.0,-0.6,-1.5,-2.7,4.0,-1.0,-4.0,8.7,2.8
OCCNC(=S)Nc1ccc2c(c1)OCCO2,-2.2,-3.8,1.6,-3.4,5.5,2.9,-4.2,1.1,2.4
COc1ccccc1N(CC(=O)NC1CCCC1)C(=O)C1(C)CC(=O)N=C2C=CC(C)=CN21 (stereo not given),-9.3,12.6,-18.3,-2.4,-3.4,-1.3,10.6,0.7,6.8
CCOc1ccc(C(=O)CCNC(Cc2cnc[nH]2)C(=O)O)cc1 (stereo not given),1.4,-1.8,1.5,-6.3,-1.4,-1.7,4.9,0.4,1.9
COc1ccc(-c2cc(C(=O)NC3CCCCC3)no2)cc1OC,1.2,0.4,10.1,4.0,-4.6,-2.9,-3.9,-1.4,-1.9
Cc1nn(-c2ccccc2)c(Cl)c1C(=O)N(C)c1nc(-c2ccc(F)cc2)cs1,1.0,-4.2,0.5,-0.8,·,-3.0,-3.4,-0.7,-3.9
Clc1ccc(-c2nnc(CSc3nnc(-c4cccs4)n3Cc3ccccc3)o2)cc1,-2.4,-2.0,19.1,-3.9,-0.6,-2.6,-2.0,0.4,-0.3
CC1CCCCN1CCCNC(=O)c1ccc2c(=O)n(CCc3ccccc3)c(=O)[nH]c2c1 (stereo not given),-0.8,7.3,-6.1,-1.0,10.3,-2.5,-1.4,-1.7,1.0
Cc1nsc2c1ccc1ccccc12,2.5,6.3,9.7,2.9,4.6,3.1,-6.1,-4.2,1.4
Cc1ccc(-n2c(C)nnc2SCC(=O)N2CCOCC2)cc1,0.6,1.1,-4.9,-0.7,7.2,-3.2,-3.6,0.9,-2.8
CN(c1ncc(C(F)(F)F)cc1Cl)N1C(=O)c2cccc([N+](=O)[O-])c2C1=O,-2.6,-9.7,3.3,-0.8,-0.1,0.1,4.4,1.9,-0.4
Cc1ccccc1C(=O)NC1CCCCCCC1,9.5,-2.3,5.5,-0.8,2.0,2.0,-0.6,10.9,-0.7
CCOc1cc(N)c(Cl)cc1C(=O)NCC1CN(Cc2ccc(F)cc2)CCO1 (stereo not given),0.0,6.5,7.3,-0.2,4.2,-3.2,-1.3,90.3*,2.8

Part of the list above, with values under each structure:
Results follow in this order: PP5 primary | procasp3 activ | core dimer inh | proCasp7 act | PAFAH2 inh | TPT1 inhibitor | PP1 counter | AHR act | Fh CTSL1 inh
> Cc1nn(-c2ccccc2)c(Cl)c1C(=O)N(C)c1nc(-c2ccc(F)cc2)cs1
  1.0 | -4.2 | 0.5 | -0.8 | · | -3.0 | -3.4 | -0.7 | -3.9
> OCCNC(=S)Nc1ccc2c(c1)OCCO2
  -2.2 | -3.8 | 1.6 | -3.4 | 5.5 | 2.9 | -4.2 | 1.1 | 2.4
> O=C(Nc1ccc(-c2nc3ccccc3o2)cc1)c1ccc2c(c1)OCO2
  1.4 | 3.6 | 9.9 | -5.5 | -11.1 | 3.0 | -0.6 | 40.2 | 3.3

(listing goes on)
Structure,PP5 primary,procasp3 activ,core dimer inh,proCasp7 act,PAFAH2 inh,TPT1 inhibitor,PP1 counter,AHR act,Fh CTSL1 inh
CC(=O)N1CCCN(Cc2cn(-c3ccc(C)cc3)nc2-c2cccc(C)c2)CC1,5.4,1.6,1.9,9.6,-1.2,1.7,-2.2,8.4,1.9
CC1CCCCN1C(=O)CSc1nnc2ccccn12 (stereo not given),·,-4.1,·,15.7,-2.5,·,·,0.0,·
Cc1cc(-c2ccc(N3C(=O)CCC3=O)c(C)c2)ccc1N1C(=O)CCC1=O,2.7,4.4,-0.6,-3.0,7.5,-1.4,-0.1,1.5,-1.4
CCOc1ccc2nc(NC(=O)COC)sc2c1,-1.1,-4.3,0.0,7.7,2.7,-2.1,-2.6,10.8,0.4
O=C(CSc1nc2c([nH]c3ccccc32)c(=O)n1-c1ccc(F)cc1)NCc1ccco1,3.5,6.7,10.8,-8.4,8.5,1.0,-0.3,46.0,5.0
COCC(=O)N(CCN(C)C)Cc1cc2cc3c(cc2nc1Cl)OCO3,1.5,4.8,-1.6,0.0,0.7,-2.3,4.5,0.8,-2.6
Cc1ccc(-c2cc(C(=O)N/N=C/C=C/c3ccccc3)n[nH]2)o1,4.0,4.9,-13.6,7.2,-2.3,-4.8,6.2,7.2,1.6
COc1cccc(NC(=O)c2cc(OC)c(OC)c(OC)c2Br)c1,2.0,-3.3,1.9,-1.1,11.6,0.9,2.8,4.1,-0.9
COCCCN1C(=O)c2ccc(C(=O)Nc3ccc(OC)cc3)cc2C1=O,3.5,-0.8,-9.3,5.4,1.3,-0.3,-2.8,4.3,-0.3
Cc1ccc(S(=O)(=O)NC(=O)c2ccc(Br)o2)cc1,-0.7,4.6,-24.4,3.3,-4.8,-5.3,0.8,1.2,-1.6
Cc1ccccc1N1CCN(C2CCCN(C(=O)c3ccnn3C)C2)CC1 (stereo not given),3.9,0.1,10.1,-5.6,-2.4,1.6,-1.1,-2.0,-0.6
O=C(O)C1CC(=O)N(c2ccc(OCc3c(F)cccc3Cl)cc2)C1 (stereo not given),-0.6,7.2,-1.0,6.0,2.8,-8.1,0.5,-0.7,-2.1
Cc1ccc(-n2nnnc2-c2cnc3ccc(Cl)cc3c2-c2ccccc2)cc1,1.1,9.1,20.4,6.9,7.4,-0.7,-0.9,1.5,1.1
c1ccc2[nH]c(N3CCOCC3)nc2c1,0.4,-0.7,-1.6,6.8,1.1,4.2,3.1,0.8,2.4
O=c1cc(CN2CCN(c3ccccc3)CC2)c2c(ccc3ccccc32)o1,-1.6,-6.2,29.4,9.3,-1.7,12.3,-1.4,12.5,-5.3
Cn1c2c(c(=O)n(C)c1=O)C(c1ccc(Br)cc1)C(C#N)=C(N)N2 (stereo not given),0.0,1.8,12.4,1.3,1.1,-1.7,-1.4,14.1,1.6
CC1(C)Cc2c(C#N)c(N3CCN(C(=O)c4ccco4)CC3)nc(Cc3ccccc3)c2CO1,0.6,0.2,19.7,0.4,-6.9,-1.2,1.2,-3.6,2.2
COc1cccc(/C=N/NC(=O)c2[nH]nc3c2CCc2ccccc2-3)c1,1.2,-0.9,9.9,2.3,·,5.7,0.8,5.9,-0.2
Cc1ccc(-n2nc3ccc(NC(=O)c4ccc5c(c4)OCO5)cc3n2)cc1,-0.2,-3.0,-0.3,2.0,-7.5,-0.5,6.5,7.4,3.9
N#Cc1ccc(OCCN2CCc3ccccc3C2)cc1,4.7,3.4,1.7,-2.7,5.8,-1.7,-4.6,-4.1,-1.1
O=C(Nc1cccc(C(F)(F)F)c1)c1cnc2n(c1=O)CCS2,1.0,4.0,-19.2,0.7,-7.9,-2.9,2.5,4.6,-0.1
O=C(CCSc1nnc(-c2ccncc2)o1)Nc1ccc(F)cc1,2.2,-2.5,-8.2,10.1,1.6,-2.2,2.5,-4.8,-0.4
CCc1nc2oc3ccccc3c(=O)c2c(=O)n1Cc1ccccc1,1.2,1.4,8.6,-0.9,-2.9,-3.8,-0.3,1.2,-0.1
Cc1cc(OCC(=O)NCc2cccnc2)ccc1[N+](=O)[O-],-1.6,3.7,-3.2,6.7,3.3,0.9,-0.8,8.2,-0.9

Screening data deposited in PubChem by The Scripps Research Institute Molecular Screening Center.
